# Screens from PubChem.
# MgcRacGAP inhibition – MgcRacGAP GTPase-activating activity inhibitors, confirmation, biochemical, ADP Hunter fluorescence; Rac GTPase-activating protein 1 (Homo sapiens); MgcRacGAP-stimulated Rac1 GTP hydrolysis, ADP Hunter fluorescence; higher % means a stronger effect; GST-tagged Rac1 F28L mutant substrate; one-dose inhibition, % at 30 µM; IC50 in µM for titrated hits; actives 0.6% (n = 340,000); AID 624330, 2012;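 active means first-screen hits whose inhibition reached a set limit at any dose in the follow-up dose series; inconclusive means inhibition above the set first-screen limit but never retested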;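 further: fluorescence reports GDP produced by GAP-driven GTP hydrolysis; strong numbers were not always called active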
# West Nile antiviral – West Nile virus antiviral activity, cell-based, CPE readout (AID 1621); West Nile virus-infected cells, CPE inhibition; higher % means a stronger effect; CPE inhibition, % at 10 µM; hits with a dose series show IC50 in µM; actives 0.02% (n = 290,000); in the data active means a potency from the dose series; inconclusive means CPE inhibition mostly from about 3.7% at the one dose, without a potency; inactive means the rest, 99 in 100 with CPE inhibition below about 2.2%; further: strong numbers were not always called active
# T cell modulator – modulators of CD8 T cell-vesicle binding, primary screen, mouse 2C CD8+ T cells, flow cytometry | actives 0.068% (n = 330,000) | 2C CD8+ T cell-vesicle binding; active compounds read low | calls only at 7 µM;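 active means response, share of CD8 T cells binding vesicles, and their 90th percentile fluorescence all below set limits, cut at about 80% in these data, passing the limit was not always enough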
#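 Assay system – 2C mouse CD8+ T cells · Also added – QL9-loaded Drosophila micro-vesicles · Timing – Cell–vesicle co-incubation 1.5 h at 37 °C, staining 20 min on ice · Signal – flow cytometry of vesicle-bound cells · Measure – percent CD8+ FL2 mean versus row control · Controls – Peptide-free naked vesicles (low) and QL9 vesicles with 0.7% DMSO vehicle (high)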
# NTR1 ag – agonists of NTR1, primary screen, imaging, U2OS cells, beta-arrestin-GFP, high content (AID 493036); actives 0.17% (n = 330,000); activation, % at 20 µM; NTR1-U2OS beta-arrestin-GFP spot imaging, agonist mode; Neurotensin receptor type 1 (Homo sapiens), P30989;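 active means activation at or above 40% of the spot to cytoplasm intensity ratio, with at least 20 cells analyzed; inconclusive means wells under 20 cells, flagged as cytotoxic or low count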;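 further: 0% = DMSO without peptide and 100% = 100 nM NTR1 peptide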
# Target sequence (P30989 whole entry, looked up): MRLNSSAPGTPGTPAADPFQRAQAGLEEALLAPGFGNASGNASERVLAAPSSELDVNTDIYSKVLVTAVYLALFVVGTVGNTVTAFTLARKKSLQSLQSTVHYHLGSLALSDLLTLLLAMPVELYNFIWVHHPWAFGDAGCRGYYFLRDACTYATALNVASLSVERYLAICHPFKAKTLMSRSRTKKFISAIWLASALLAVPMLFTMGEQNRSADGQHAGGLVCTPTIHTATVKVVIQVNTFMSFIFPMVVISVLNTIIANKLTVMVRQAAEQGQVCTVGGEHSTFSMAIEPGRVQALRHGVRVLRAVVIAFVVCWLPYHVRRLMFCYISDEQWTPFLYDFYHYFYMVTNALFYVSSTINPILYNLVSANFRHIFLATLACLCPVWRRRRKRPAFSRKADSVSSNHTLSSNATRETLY
# K1F lysis inhibition – inhibition of K1F phage lysis, E. coli UTI89, bacterial capsule biogenesis inhibitors, alamar blue (AID 488966) | E. coli UTI89 K1F phage lysis, alamar blue, 2 h; higher % means a stronger effect | inhibition, % at 100 µM; hits with a dose series show IC50 in µM | actives 0.02% (n = 340,000);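 active means phage lysis inhibition, versus mean bacterial control, above a set limit; inconclusive means no clear call, values can overlap the other calls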;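 further: capsule biogenesis inhibitors block K1F phage lysis so surviving cells raise fluorescence; higher fluorescence means more inhibition of phage lysis; actives were called in the ten point dose series up to 300 µM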
# RSV antiviral HEp-2 – RSV antiviral activity via CPE protection, HEp-2 cells, primary 10 µM value included (AID 2391); CPE inhibition, % at 10 µM; hits with a dose series show IC50 in µM; actives 0.13% (n = 310,000); HEp-2 cells, RSV-induced CPE inhibition; higher % means a stronger effect; in the data active means a potency from the dose series; inconclusive means CPE inhibition mostly from about 23% at the one dose, without a potency; inactive means the rest, 99 in 100 with CPE inhibition below about 21%; further: strong numbers were not always called active
# Dengue-2 NS5 capping – Dengue-2 NS5 methyltransferase inhibitors, primary screen, biochemical, confirmation dose response (AID 588689); Genome polyprotein (Dengue virus type 2 (strain 16681-PDK53)); Dengue-2 NS5 methyltransferase capping enzyme assay, biochemical; higher % means a stronger effect; inhibition, % at 25 µM; hits with a dose series show IC50 in µM; actives 0.3% (n = 340,000); in the data active means a potency from the dose series; inconclusive means inhibition above about 29% without an active follow-up result
# Salmonella PhoP GFP – inhibitors of PhoP regulon expression, primary screen, Salmonella Typhimurium, GFP reporter (AID 1863); S. Typhimurium PhoP-regulated promoter GFP reporter, 4 h; higher % means a stronger effect; inhibition, % at 50 µM; hits with a dose series show IC50 in µM; actives 0.16% (n = 300,000);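 active means inhibition over 29.93%, a cutoff 3 SD above the screen mean, later confirmed by dose response; inconclusive means inhibition over 29.93% but no dose response follow-up; inactive means inhibition at most 29.93% or unconfirmed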;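 further: 0% = low Mg2+ inducing control and 100% = high Mg2+ repressing control; strong numbers were not always called active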
# SV40 large T antigen – SV40 large T antigen inhibitors, biochemical (AID 1903). SV40 large T antigen ATPase/helicase inhibition assay; higher % means a stronger effect. inhibition, % at 20 µM, or IC50 in µM where a hit was titrated. actives 0.39% (n = 310,000); in the data active means a potency from the dose series; inconclusive means inhibition mostly from about 32% at the one dose, without a potency; inactive means the rest, 99 in 100 with inhibition below about 32%; further: strong numbers were not always called active
# T cell modulator vesicle-bound % – second read-out of T cell modulator, no call of its own (marks repeat the call); double positive events, %; measured here: CD8+ vesicle-bound cell fraction;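 binding gate set so that unloaded-vesicle control wells show 10% double positive cells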
# NTR1 ag cell count 20 µM – recorded beside NTR1 ag, whose call it bears; cell count; measured here: cell count, cytotoxicity flag
# Dengue-2 NS5 capping pilot replicate – further read-out of Dengue-2 NS5 capping, marked with its call; inhibition, %; measured here: pilot screen replicate inhibition
# * marks the source's active call; other numbers are inactive results; i = inactive; ? = inconclusive; . = no result given; [ ] = another dose, or the depositor's remark.
SMILES,MgcRacGAP inhibition,West Nile antiviral,T cell modulator,T cell modulator vesicle-bound %,NTR1 ag,NTR1 ag cell count 20 µM,K1F lysis inhibition,RSV antiviral HEp-2,Dengue-2 NS5 capping,Salmonella PhoP GFP,SV40 large T antigen,others
O=C1C=C(NC2CCCC2)CC(c2ccccc2)C1 (stereo not given),.,.,i,36,-0.3,98,.,1.8%,.,-3%,22%,
CSc1nc2sc3c(c2c(=S)[nH]1)CC(C)(C)OC3,6%,-0.1%,i,12,3.4,81,-0.4%[50 µM],3.0%,-1%,0%,7%,
O=C(C1=C[C@@H](c2ccc(Br)cc2)C[C@@H](OCc2ccc(CO)cc2)O1)N1CCN(Cc2ccccc2)CC1,4%,-0.5%,i,16,0.6,92,1.0%,5.4%,-9%,-7%,13%,
COc1ccc(-c2oc(=O)c3cc(OC)c(OC)cc3c2-c2ccc3c(c2)OCO3)cc1,3%,.,i,4,4.0,53,-1.9%,.,-7%,.,.,
Cc1ccc(N(CC(=O)NCc2ccc(F)cc2)C(=O)c2csnn2)c(C)c1,6%,-1.8%,i,36,1.7,53,-1.2%,2.4%,-10%,1%,0%,
Cc1cc(C)c(C(=O)C[n+]2cccc(C(N)=O)c2)c(C)c1,.,0.1%,i,36,2.8,34,.,0.1%,.,4%,2%,
CS(=O)(=O)c1ccc(C(=O)NC2CCCc3ccccc32)cc1 (stereo not given),-2%,-0.1%,i,20,0.1,51,-0.1%,3.7%,4%,0%,6%,
CC(C)(C)C(=O)Nc1ccccc1C(=O)Nc1cccnc1,9%,0.1%,i,3,-1.4,34,0.6%,2.6%,3%,-3%,21%,
COc1ccccc1N1C(=O)CC(Sc2nccc(C)n2)C1=O (stereo not given),3%,0.3%,i,33,1.8,52,1.1%,0.7%,-3%,-5%,6%,
CC(C)Sc1nc2ccccc2n1CC(N)=O,-2%,0.1%,i,38,-0.2,83,0.3%,1.8%,4%,-7%,2%,
O=C(NCc1ccc(F)cc1)C1(c2cccs2)CCOCC1,5%,-0.4%,i,41,0.0,78,0.3%,0.8%,3%,4%,12%,
COc1ccccc1C1c2[nH]c3ccccc3c2CCN1Cc1cnc(C)s1 (stereo not given),3%,-0.6%,.,.,6.8,98,3.3%,.,-4%,7%,0%,
COc1ccc(CC(NC(C)=O)C(=O)NC2CCN(C(=O)Nc3ccc(Cl)cc3)CC2)cc1OC (stereo not given),5%,0.5%,i,17,1.5,84,0.1%,0.3%,2%,20%,12%,
O=C(CN1CCC(c2nc3ccccc3[nH]2)CC1)Nc1ccc2c(c1)OCO2,6%,0.5%,i,53,0.1,73,4.2%,-1.6%,-2%,-6%,7%,
Cc1ccc(-c2csc3ncnc(OCC(=O)NC(=O)NCc4ccco4)c23)cc1,-6%,-0.4%,i,12,3.5,52,1.3%,14%,-3%,2%,17%,
O=S(=O)(O/N=C1\CCCc2ccccc21)c1ccccc1,0%,0.1%,i,10,-2.3,64,2.5%,0.5%,-8%,-2%,6%,
Cc1nc2ccccc2n1C(=O)c1cc(-c2ccc(Br)cc2)nc2ccccc12,8%,0.1%,i,61,2.0,55,1.3%,4.1%,-9%,-6%,-1%,
COc1ccc(C(=O)c2c(-c3ccc(OC)cc3)oc3ccc(-c4cc(OC)c(OC)c(OC)c4)cc23)cc1,4%,1.8%,i,14,6.5,90,0.9%,-0.2%,-2%,7%,-6%,
Cc1ccc(/C=[N+](/[O-])C2SC(=S)N(C)C2(C)C)cc1 (stereo not given),8%,-0.5%,i,38,-3.2,101,i,2.6%,-4%,4%,36%,
COc1ccc(OCc2cc(C(=O)NC(C)Cn3cncn3)no2)c(Cl)c1 (stereo not given),0%,-0.8%,i,8,-0.8,69,0.8%,-0.5%,-6%,12%,-8%,
Cc1nc(SCC(=O)NCc2ccco2)c2c(C)c(C)sc2n1,-3%,-0.1%,i,39,2.7,88,-0.6%,17%,-2%,5%,5%,
CCN(CC)C(=S)Oc1ccc(Cl)cc1Cl,9%,0.4%,i,43,-0.1,40,0.2%,0.9%,0%,-11%,1%,
CCC(=O)NC(c1cc(Cl)c2cccnc2c1O)C1CC1 (stereo not given),5%,.,i,27,4.4,42,-0.3%,-1.8%,3%,.,.,
CCOC(=O)c1[nH]c2ccc(Br)cc2c1NC(=O)CCN1CCC(C(=O)OCC)CC1,7%,-0.4%,i,61,-1.9,55,1.4%,8.7%,-8%,-3%,-1%,
Cc1ccc(NC(=O)NCC2CCN(Cc3cccc(Cl)c3)CC2)cc1Cl,8%,?,i,36,16,69,1.1%,?,1%,63%,16%,
CCOC(=O)c1sc(NC(=O)CSc2nc3c(c(-c4ccc(OC)cc4)c2C#N)CCCC3)c(C#N)c1C,2%,-0.5%,i,41,-1.2,40,-5.7%,4.1%,-1%,6%,0%,
c1ccc(C2=NNC(c3ccco3)=Nc3ccccc32)cc1,1%,-0.4%,i,26,2.0,27,0.6%,2.1%,-11%,-10%,12%,
Cc1cc(OCC(=O)Nc2cccc(S(=O)(=O)N3CCCC3)c2)ccc1Cl,2%,.,.,.,2.3,71,0.1%[50 µM],.,-1%,.,.,
O=C(Nc1ccc(N2CCOCC2)c(Cl)c1)c1cccc(-n2cnnc2)c1,7%,1.2%,i,36,-0.2,65,1.9%[50 µM],3.6%,-7%,-4%,18%,
CC1CCCCN1CC(O)COCc1ccccc1 (stereo not given),.,0.3%,i,31,.,.,-2.1%[50 µM],-0.2%,-5%,4%,-23%,
COc1ccc(OC)c(NC(=O)CSc2nc(O)cc(=O)n2CC(C)C)c1,-5%,.,i,32,1.9,57,4.4%,.,-12%,.,.,
COc1ccc(C(=O)N[C@H](C(=O)NC2CCCCC2)C(C)C)cc1,3%,.,i,35,-1.6,45,0.2%[50 µM],.,-12%,.,.,
CN1CCN(CC(O)c2ccccc2)CC1 (stereo not given),.,0.1%,i,48,0.2,63,.,1.2%,.,-3%,10%,
CSc1cccc(NC(=O)NNC(=O)C2CCN(S(=O)(=O)N(C)C)CC2)c1,9%,0.4%,i,33,2.2,55,0.2%,0.0%,-2%,-5%,12%,
CC1CCCC(NC(=O)CCn2c(=O)oc3ccccc32)C1C (stereo not given),-6%,-0.7%,i,20,0.4,76,0.0%,-0.9%,0%,-2%,19%,Dengue-2 NS5 capping pilot replicate=5.2
CC(C)C1OC(c2cccc(NC(=O)c3cccs3)c2)OCC1(C)C (stereo not given),6%,-1.1%,i,43,4.3,50,0.1%,13%,4%,3%,8%,
COc1cccc(C2C(C#N)=C(N)Oc3cc(C)oc(=O)c32)c1OC (stereo not given),-4%,0.3%,i,37,-0.1,86,0.1%,-0.4%,-4%,-8%,5%,
CC(C)(C)OC(=O)N[C@@H](Cc1ccccc1)C(=O)NCC1CCC(C(=O)O)CC1 (stereo not given in full),6%,0.6%,i,23,-1.4,58,0.2%,1.9%,-1%,-6%,22%,
COc1ccc(NC(=O)NCCCN2CCCCC2C)cc1 (stereo not given),1%,.,i,31,0.2,41,0.1%,1.9%,-14%,2%,10%,
Cc1ccc(NC(=S)N/N=C/c2c(C)[nH]c3ccccc23)cc1,0%,1.8%,i,41,18,35,2.9%,-4.3%,-11%,-13%,12%,
CC(=O)Oc1ccc2c(=O)c(-c3ccccc3)c(C)oc2c1,4%,-0.5%,i,48,-1.7,89,1.6%,.,-9%,-6%,17%,
CCC1(C)Cc2ccccc2-c2nc(NCCCO)n(-c3ccccc3)c(=O)c21 (stereo not given),8%,0.3%,i,30,0.0,103,0.1%,16%,2%,-3%,-5%,
COCc1ccc(C(=O)N2CCCC(Nc3ccc(C(C)C)cc3)C2)s1 (stereo not given),6%,-1.0%,i,66,1.3,78,0.5%,8.2%,-4%,0%,5%,
c1ccc2c(-c3nn[nH]n3)cccc2c1,6%,0.2%,i,38,-0.7,47,-1.7%[50 µM],3.2%,1%,-4%,-1%,
O=C(COC(=O)c1ccc(F)cc1F)Nc1ncccn1,14%,0.2%,i,33,0.4,52,0.1%,1.6%,2%,-11%,19%,
CC1(C)CC(=O)C=C(c2cc3ccccc3s2)C1,-4%,-0.5%,i,14,0.7,94,1.1%,3.0%,-2%,.,3%,
Cc1ccc(C)c(NC(=O)CSc2nnc(CCNC(=O)OC(C)(C)C)o2)c1,4%,-0.6%,i,19,-1.8,85,1.2%,0.3%,-7%,11%,4%,Dengue-2 NS5 capping pilot replicate=-0.2
O=C(CC(c1ccccc1)c1cc(Br)ccc1O)N1CCCC1 (stereo not given),5%,-0.5%,i,45,1.3,36,0.4%,-0.3%,-1%,4%,13%,
Cc1cccc(N2C(=O)CC(Sc3ccccc3C(=O)O)C2=O)c1 (stereo not given),3%,-0.1%,i,22,0.0,50,2.0%,-0.5%,-6%,-11%,10%,
CCOC(=O)[C@@H]1[C@H]2COc3ccccc3[C@@H]2N2C(=O)N(c3cccc(Cl)c3)C(=O)[C@@]12C,8%,-1.2%,i,22,1.3,93,4.2%,3.5%,5%,-9%,16%,
COc1ccc(C(=O)Cn2c(NCCO)nc3ccccc32)cc1OC,1%,0.2%,i,60,-0.3,53,3.9%,0.9%,0%,-3%,4%,
CC(C)(C)c1ccc(C(=O)OCC(=O)N2CCC(c3ccccc3)=N2)cc1,1%,.,i,5,14,58,0.3%[50 µM],0.3%,2%,.,.,
Cn1cc(C(=O)c2ccc(Cl)cc2Cl)cc1C(=O)N/N=C(\N)COc1ccc(F)cc1,9%,-0.3%,i,47,-1.4,46,0.4%,7.0%,0%,-11%,14%,

# Rows were taken by chance. Share with any hit: about 1.5%.
